TDP1 cell noCPT: qHTS for Inhibitors of human tyrosyl-DNA phosphodiesterase 1 (TDP1): qHTS in cells in absence of CPT; DT40 Tdp1-/- hTDP1 cells, no CPT, ATP luminescence, 48 h; Potency, µM (highest dose often 46.2 µM), for inactives: top-dose activity change, negative = growth inhibition, hits mostly inhibitors; 15% of 420,000 active; note: nearly all actives have a fitted effect of over 55% in size
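Chicken DT40 Tdp1-/- cells complemented with human TDP1, screened without camptothecin (DMSO vehicle only), 400 cells/well. Compounds pin-transferred, cells incubated at 37 °C for at least 48 hr. Growth read as ATP-dependent luminescence (CellTiter-Glo, 30 min at RT).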
KAT2A inh: GCN5L2 (KAT2A) acetyltransferase inhibition. Potency, µM (doses to about 58.9 µM), inactives show at the top dose activity change, negative = inhibition, hits mostly inhibitors. 0.21% of 390,000 active. GCN5L2 HAT assay, ThioGlo1 CoA-SH fluorescence. Q92830
Target sequence (Q92830 whole entry, looked up): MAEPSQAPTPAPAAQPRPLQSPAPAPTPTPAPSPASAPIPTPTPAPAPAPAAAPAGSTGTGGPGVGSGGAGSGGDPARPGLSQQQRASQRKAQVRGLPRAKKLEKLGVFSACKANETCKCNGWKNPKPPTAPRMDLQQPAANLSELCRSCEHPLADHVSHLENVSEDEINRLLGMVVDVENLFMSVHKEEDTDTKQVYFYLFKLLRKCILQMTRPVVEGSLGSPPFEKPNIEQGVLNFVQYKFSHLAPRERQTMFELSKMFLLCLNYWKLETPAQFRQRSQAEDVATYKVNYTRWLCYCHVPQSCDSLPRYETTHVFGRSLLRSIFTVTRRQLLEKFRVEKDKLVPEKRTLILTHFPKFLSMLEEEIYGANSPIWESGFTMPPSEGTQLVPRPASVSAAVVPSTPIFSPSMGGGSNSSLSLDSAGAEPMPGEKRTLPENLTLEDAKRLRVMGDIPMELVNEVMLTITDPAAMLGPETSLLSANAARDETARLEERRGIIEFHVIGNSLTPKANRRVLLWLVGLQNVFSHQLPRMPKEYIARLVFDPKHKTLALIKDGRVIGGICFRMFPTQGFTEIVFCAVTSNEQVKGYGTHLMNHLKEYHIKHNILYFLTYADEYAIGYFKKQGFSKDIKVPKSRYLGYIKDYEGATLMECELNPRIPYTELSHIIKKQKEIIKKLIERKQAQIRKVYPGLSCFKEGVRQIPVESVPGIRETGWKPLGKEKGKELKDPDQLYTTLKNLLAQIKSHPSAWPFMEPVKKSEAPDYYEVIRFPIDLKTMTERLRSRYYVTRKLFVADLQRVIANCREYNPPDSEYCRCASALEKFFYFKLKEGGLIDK
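Titration-based screen in which CoA formation is detected via maleimide probe ThioGlo1 (50uM) turning fluorescent on thiol reaction; substrates H3(1-25) 75uM and acetyl-CoA 70uM, GCN5L2 20nM, 20 min incubation at room temperature.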
TDP1 cell CPT: growth inhibition of DT40 Tdp1-/-;hTDP1 cells with camptothecin (screen for TDP1 inhibitors); Potency, µM (titrated, usually from 46.2 µM), inactives show top-dose activity change, negative = growth inhibition, actives largely listed as inhibitors; AID 686979; 12% of 420,000 active; chicken DT40 Tdp1-/-;hTDP1 cells + 20 nM CPT, ATP luminescence, 48 h; note: nearly all actives have a fitted effect of over 55% in size
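Chicken DT40 Tdp1-/- cells complemented with human TDP1, 400 cells/well, exposed to compounds plus 20 nM camptothecin for at least 48 h at 37 C; viability read as ATP content by CellTiter-Glo luminescence.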
* marks the source's active call; other numbers are inactive results; u = inconclusive; x = not tested or not shown. Calls come from the whole dose curve; as a rule, active = well fitted curve in the direction sought with a large enough effect; inconclusive = small, poorly fitted or top-dose-only effect, or another doubt; inactive = no such curve, though single readings can be large; an effect the other way counts as inactive or inconclusive. % is set by controls: 0 for no effect and ±100 for the full control effect; potency is the fitted concentration of half-maximal effect.

SMILES	TDP1 cell noCPT	KAT2A inh	TDP1 cell CPT
Cn1cc(Cl)c(C(=O)N(Cc2ccccc2)c2ccccn2)n1	-20%	2%	u
CCOc1ccc(-c2cc3nc(C4CCN(C(=O)OC(C)(C)C)CC4)c(C(=O)Nc4c(C)cccc4C)cn3n2)cc1	13µM*	-13%	15µM*
Cc1cccnc1NC(=O)Cn1c(=O)oc2ccccc21	0%	-4%	-2%
O=C(NN(C(=O)c1ccccc1)c1ccccc1)c1ccccc1	-7%	-1%	-14%
CN1CCN(c2nc(-c3ccccc3Cl)nc3ccccc23)CC1	2%	2%	-4%
CN(CC(=O)OCC(=O)NC1CCCC1)S(=O)(=O)c1ccc(Cl)cc1	22%	-10%	-10%
O=C(NC1CCCCC1)C(c1ccc(-c2ccccc2)cc1)n1c(=O)c(-c2ccco2)nc2ccccc21 (stereo not given)	15µM*	x	u
O=C(NCc1ccccc1)C(c1cc2ccccc2o1)n1c(=O)c(-c2ccco2)nc2ccccc21 (stereo not given)	u	x	u
CCOC(=O)C1CCCN(Cc2ccc3c(c2)OCO3)C1 (stereo not given)	-6%	2%	-9%
CCSc1nnc(NC(=O)CSc2nnc(Cc3cccn3C)n2-c2ccc(C)cc2)s1	-14%	u	-10%
Cc1cccc2cc(CN(Cc3ccc(F)cc3)C(=O)N3CCOCC3)c3nnnn3c12	u	-5%	u
Cn1nc(C(F)(F)F)cc1C(=O)Nc1ccc(Cl)cc1	u	2%	-26%
Cc1cccc(Cn2c(=O)n(-c3ccc(Cl)c(Cl)c3)c(=O)c3c(C)c(C)sc32)c1	u	-4%	-23%
C=CCn1c(O)c(C(CC)=NCCN2CCOCC2)c(=O)[nH]c1=O	-5%	0%	-12%
COc1ccc(C(=O)Nc2cccc(-c3nc4cccnc4s3)c2C)c(OC)c1	12µM*	-20%	21µM*

A few values from the list.
KAT2A inh with `Cc1cccc2cc(CN(Cc3ccc(F)cc3)C(=O)N3CCOCC3)c3nnnn3c12` → -5%
TDP1 cell noCPT with `CN(CC(=O)OCC(=O)NC1CCCC1)S(=O)(=O)c1ccc(Cl)cc1` → 22%
TDP1 cell CPT with `COc1ccc(C(=O)Nc2cccc(-c3nc4cccnc4s3)c2C)c(OC)c1` → 21µM*
TDP1 cell noCPT with `CCOC(=O)C1CCCN(Cc2ccc3c(c2)OCO3)C1` (stereo not given) → -6%
TDP1 cell CPT with `C=CCn1c(O)c(C(CC)=NCCN2CCOCC2)c(=O)[nH]c1=O` → -12%
TDP1 cell noCPT with `Cn1cc(Cl)c(C(=O)N(Cc2ccccc2)c2ccccn2)n1` → -20%

Random excerpt: 2 entries already listed, in no set order.
SMILES	TDP1 cell noCPT	KAT2A inh	TDP1 cell CPT
COc1ccc(C(=O)Nc2cccc(-c3nc4cccnc4s3)c2C)c(OC)c1	12µM*	-20%	21µM*
O=C(NN(C(=O)c1ccccc1)c1ccccc1)c1ccccc1	-7%	-1%	-14%

The main list resumes with the 4 entries that preceded the break.
SMILES	TDP1 cell noCPT	KAT2A inh	TDP1 cell CPT
Cn1nc(C(F)(F)F)cc1C(=O)Nc1ccc(Cl)cc1	u	2%	-26%
Cc1cccc(Cn2c(=O)n(-c3ccc(Cl)c(Cl)c3)c(=O)c3c(C)c(C)sc32)c1	u	-4%	-23%
C=CCn1c(O)c(C(CC)=NCCN2CCOCC2)c(=O)[nH]c1=O	-5%	0%	-12%
COc1ccc(C(=O)Nc2cccc(-c3nc4cccnc4s3)c2C)c(OC)c1	12µM*	-20%	21µM*
CCCCn1nc2cc(C(=O)NCC34CC5CC(CC(C5)C3)C4)ccc2c1OC	u	u	18µM*
Cc1ccc(S(=O)(=O)N(C)C)cc1NC(=O)COC(=O)c1c(-c2ccccc2)noc1C	u	-28%	-23%
CCOc1ccccc1N(C)C(=O)C1CCCN(c2ncnc3onc(-c4ccc(F)cc4)c23)C1 (stereo not given)	8.2µM*	16%	12µM*
O=C(O)CC1Sc2ccccc2NC1=O (stereo not given)	-20%	-1%	-4%
CCOC(=O)Cc1csc(NC(=O)c2cc3ccccc3o2)n1	u	-18%	u
CC(C)(CO)CNC(=O)CCc1nnc(CCCc2ccccc2)o1	12%	-5%	-7%
COC(=O)C(C)n1cnc2c(nnn2-c2cccc(Cl)c2)c1=O (stereo not given)	-3%	-1%	-13%
CCOc1ccccc1CNC(=O)C1CCN(S(=O)(=O)c2cccc3nonc23)CC1	-22%	3%	-26%
Fc1ccc(NC(=S)N/N=C/c2cccc(Br)c2)c(F)c1	4.1µM*	-6%	6.5µM*
Cc1ccc(CC2S/C(=N/N=C/c3ccco3)NC2=O)cc1 (stereo not given)	-2%	1%	15%
CC(C)N(C(=O)Cn1c(SCC(=O)Nc2nccs2)nc2ccccc21)C(C)C	1%	0%	-1%
Cc1cc(Br)c(NC(=O)COC(=O)C2CC2C)c(Br)c1 (stereo not given)	-8%	-3%	11%
CC(C)=NNc1cc([N+](=O)[O-])cc2c1C(=O)N(C)S2=O (stereo not given)	u	-10%	-28%
COc1ccc(C2=NOC3(CC(=O)N(c4ccc(F)cc4)C3=O)C2)c(OC)c1 (stereo not given)	-26%	-4%	u
COc1cc(NC(=O)c2cccc(C)c2)c(OC)cc1NC(=O)CN1CCCCC1	16µM*	0%	u
CC(=O)Nc1sc2c(c1CN1CCN(c3ccccn3)CC1)CCCC2	u	-4%	u
CCN(C(=O)COC(=O)c1cccc(-n2cnnn2)c1)C1CCCCC1	1%	-8%	11%
O=C(c1ccccc1)c1ccc2ccccc2c1	-20%	x	-10%
Cc1nn(Cc2ccc(C(=O)NC3CCCCC3)o2)c(C)c1Br	-16%	-14%	u
CN(c1ccccc1)S(=O)(=O)c1cc(C(=O)N2CCN(c3ccccn3)CC2)ccc1Cl	7.3µM*	-5%	9.2µM*
CCN1C(=O)[C@H]2[C@@H](c3ccc(C(F)(F)F)cc3)N[C@]3(CCCN(Cc4ccc(Cl)cc4)C3=O)[C@H]2C1=O	18µM*	x	18µM*
O=C(COc1ncnc2cc([N+](=O)[O-])ccc12)NCc1ccc2c(c1)OCO2	2%	-9%	2%
COC(=O)C1=C(C(=O)c2ccc(C)cc2)C(c2ccc(O)c(OC)c2)n2nnnc2N1 (stereo not given)	-2%	-9%	20%
COc1ccc(NC(=O)Cn2nnc(-c3ccccc3F)n2)cc1	-27%	2%	-13%
Cc1cccc(N2CCN(C(=O)c3cccs3)CC2)c1C	u	0%	-29%
O=C(c1ccccn1)N1N=C2/C(=C/c3ccc(F)cc3)CCCC2C1c1ccc(F)cc1 (stereo not given)	u	-8%	u
C/C(=N\NC(=O)c1cc(-c2ccc(C)s2)[nH]n1)c1ccncc1	u	-6%	u
CC(C)C1Oc2ccccc2N(CC(=O)N2CCOCC2)C1=O (stereo not given)	2%	-8%	u
C=CCn1c(C)cc(C(=O)CN2C(=O)NC3(CCCc4ccccc43)C2=O)c1C (stereo not given)	u	-8%	u
COc1cc2c(cc1OC)[C@@H](NC(=O)c1ccc(C(F)(F)F)cc1)[C@H](OCc1ccccc1)C2	-17%	-1%	-12%

Five of these compounds, reformatted:
smiles | TDP1 cell noCPT | KAT2A inh | TDP1 cell CPT
COC(=O)C(C)n1cnc2c(nnn2-c2cccc(Cl)c2)c1=O (stereo not given) | -3% | -1% | -13%
CCOc1ccccc1CNC(=O)C1CCN(S(=O)(=O)c2cccc3nonc23)CC1 | -22% | 3% | -26%
Fc1ccc(NC(=S)N/N=C/c2cccc(Br)c2)c(F)c1 | 4.1µM* | -6% | 6.5µM*
Cc1ccc(CC2S/C(=N/N=C/c3ccco3)NC2=O)cc1 (stereo not given) | -2% | 1% | 15%
CC(C)N(C(=O)Cn1c(SCC(=O)Nc2nccs2)nc2ccccc21)C(C)C | 1% | 0% | -1%

The list continues:
SMILES	TDP1 cell noCPT	KAT2A inh	TDP1 cell CPT
Cc1ccc(NC(=O)C2(S(=O)(=O)c3ccc(Cl)cc3)CC2)c(Br)c1	16µM*	-1%	u
CCN(CC)S(=O)(=O)c1ccc(-n2c(=O)c(C(C)C)c(C)n2C)cc1	u	9%	-20%
Cn1c(=O)c2c(nc(Oc3ccccc3Cl)n2Cc2ccc(C#N)cc2)n(C)c1=O	4%	-1%	-1%
Cc1ccccc1NC(=O)Cc1nc(COC(=O)c2ccc(O)cc2O)cs1	u	-5%	u
Cc1ccc(C(=O)c2c3ccccc3[n+]([O-])n2CCC(=O)O)cc1	-4%	-7%	-13%
O=C(NNc1nc2ccccc2s1)Nc1ccccc1	-16%	-1%	-6%
O=c1nc(C(F)(F)F)nc2ccccn12	-20%	0%	9%
COc1cccc(CNC(=O)c2ccccc2NC(=O)C2=C(C)OCCS2)c1OC	12µM*	-3%	18µM*
CCOC(=O)Cc1ncccc1C(=O)Nc1ccc(OC)cc1	-8%	-20%	8%
Cc1ccc(C(=O)N2N=C(c3ccccc3O)CC2c2ccccc2)cc1 (stereo not given)	21µM*	3%	u
CN(c1ccccc1)c1cc(=O)[nH]c(=O)[nH]1	-9%	2%	2%
COc1ccc(C(=O)NNc2ncnc3c2cnn3-c2ccc(C)cc2C)cc1	u	-2%	u
CCc1ccc2oc(-c3ccc(NC(=O)c4cc(OC)c(OC)c(OC)c4)cc3)nc2c1	u	2%	-25%
COc1ccccc1CNC(=O)c1ccccc1N(C)S(C)(=O)=O	-4%	-1%	u
O=S1(=O)CC(N2CC=CC2)CN1Cc1ccccc1 (stereo not given)	u	x	u
CCOC(=O)CC1C(=O)NCCN1Cc1ccc(OC)c(OC)c1 (stereo not given)	-13%	1%	5%
COc1ccc(/C=C2\SC(=S)N(CC(=O)NC3C=CS(=O)(=O)C3)C2=O)cc1 (stereo not given)	3.7µM*	-1%	6.5µM*
FC(F)(F)c1ccccc1-n1c(-c2ccco2)n[nH]c1=S	-20%	-6%	-2%
O=c1[nH]c2ccccc2n2c(C(F)(F)F)nnc12	-3%	0%	-4%
Cc1cc(C)c(-c2c(O)c3ccccc3n(C)c2=O)c(C)c1	-16%	x	-5%
C=CCSc1nnc(-c2cc3c(s2)-c2ccccc2CC3)o1	-26%	-5%	-20%
CC(=O)N1CCN(c2ccc(NC(=O)c3ccc([N+](=O)[O-])cc3Cl)cc2)CC1	u	-3%	14%
COc1ccc(-c2ccc(CCC(=O)O)n2CC(C)C)cc1	21µM*	-4%	u
O=[N+]([O-])c1ccc(-n2nncc2-c2ccc(Cl)cc2)cc1	0%	-2%	-5%
O=C(c1ccc2nc(Cc3cccc(Cl)c3)oc2c1)N1CCC[C@H]1CO	-8%	-10%	-22%
Cc1ccc(Nc2oc(C)nc2C#N)cc1	-11%	1%	5%
COCCNC(=O)C1(C)CCN(C(=O)c2cc(-c3ccccc3)cs2)C1 (stereo not given)	-29%	x	-22%
O=C(COC(=O)Cc1ccc(-c2ccccc2)cc1)NCc1ccccc1	-22%	-2%	u
O=C(Cn1nnc(-c2ccncc2)n1)N1CCc2ccccc21	-8%	1%	1%
O=C(c1ccccc1F)N1CCC(c2nc3c(nnn3Cc3cccc(F)c3)c(=O)[nH]2)CC1	u	-4%	u
CCOCCc1nnc(NC(=O)c2ccc(OC)c(OC)c2)s1	u	-3%	-5%
COc1ccc(CCNC(=O)c2ccccc2NS(=O)(=O)c2c(F)cccc2F)cc1	-14%	-3%	0%
Cc1ccc(CNC(=O)CN(C)S(=O)(=O)c2cccc3cccnc23)cc1	-21%	-5%	-5%
CN(CC(=O)Nc1ccccc1F)CC(=O)Nc1ccc(F)c(F)c1F	-26%	3%	1%
N#CC(C#N)=C1C=CC=CN1/C(=C\c1ccccc1)C(=O)c1cccs1	3.7µM*	-7%	1µM*
C=CCN(c1ccc(C(=O)Nc2ccc(C)c(C)c2)cc1)S(C)(=O)=O	u	-1%	-24%
NS(=O)(=O)c1ccc(N2N=C(c3ccccc3)CC2c2cccc(Br)c2)cc1 (stereo not given)	-29%	-9%	-20%
CC(NC(=O)c1ccccc1F)c1nnc(SCC(=O)NC2CCCC2)n1C (stereo not given)	9%	1%	-6%
CC(=O)Nc1ccc(C(=O)COC(=O)Cc2ccsc2)c(F)c1	-9%	-1%	6%
COc1ccccc1N1CCN(C(=O)c2cc(-c3ccccc3)nc3c2cnn3C(C)C)CC1	-17%	x	-5%
COC(=O)c1cc2sc(C)cc2n1Cc1nc(-c2cccc(Br)c2)oc1C	-29%	-8%	0%
COc1cc(CC(=O)OCC(=O)NC2CCCC2)cc(OC)c1OC	14%	1%	-7%
CCN1C(=O)c2ccccc2Sc2ccc(NC(=O)N3CCN(c4cc(C)ccc4C)CC3)cc21	4.1µM*	-16%	5.8µM*
Cc1nn(-c2ccccc2)c2c1N(CC(=O)NCc1ccc(N(C)C)cc1)C(=O)CS2	18µM*	4%	u
CCOc1ccc(CNC(=O)c2cc(-c3ccc(Cl)s3)nc3ccccc23)cc1	u	-14%	21µM*

Source: PubChem
